Source: PubChem BioAssay
PKA-R2B activ: PKA-R2B complex activation; AID 504700; actives 0.079% (n = 340,000); activation, % at 11.4 µM; PKA-R2B holoenzyme dissociation, Cy5-IP20 fluorescence polarization; R2B truncated from residue 108, S112A mutant; 0% DMSO only, 100% 113 µM cGMP;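 active = activation above a cutoff set at the mean over all compounds plus 3 SD, cut at about 18% in these data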;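 also: higher means more holoenzyme dissociation and a rise in polarization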
Target sequence (P31323 whole entry, looked up, other chains not shown, the tested form may be a part): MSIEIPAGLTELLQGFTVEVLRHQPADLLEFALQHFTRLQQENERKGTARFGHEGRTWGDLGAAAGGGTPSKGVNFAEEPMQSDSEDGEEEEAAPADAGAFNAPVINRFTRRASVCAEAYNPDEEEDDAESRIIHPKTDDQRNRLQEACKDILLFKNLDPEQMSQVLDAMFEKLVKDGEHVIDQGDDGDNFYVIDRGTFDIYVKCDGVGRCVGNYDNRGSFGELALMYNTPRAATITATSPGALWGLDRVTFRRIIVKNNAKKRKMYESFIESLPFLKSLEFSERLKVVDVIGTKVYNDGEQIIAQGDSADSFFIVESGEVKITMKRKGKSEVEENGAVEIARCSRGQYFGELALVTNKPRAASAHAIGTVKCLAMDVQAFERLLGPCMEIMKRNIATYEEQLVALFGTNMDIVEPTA
CDK5 p35 inh: blocks human CDK5/p35 kinase activity; Recombinant CDK5/p35, ADP-Glo luminescence, 60 min; inhibition, % at 10 µM; actives 0.01% (n = 330,000);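 active = highest replicate inhibition of at least 50% and at least 75% of replicates reaching 50%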;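 also: plate controls were DMSO neutral control for no effect and GW8510 at 10 µM for full effect; many of its hits are not listed in these tables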
MITF TRPM1 HTS: increases MITF-driven TRPM1 promoter luciferase signal; SK-MEL-5 TRPM1-promoter luciferase, 24 h; % of positive control, neutral wells = 0; actives 0.75% (n = 300,000); activation, % at 12.5 µM;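 active = mean activation of at least 80% with every replicate also reaching 80%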;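 also: 0% = neutral control wells and 100% = parthenolide positive control wells; values of inactives mirror those of a sister screen read the other way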
PKA-R1A activ: activates the PKA-R1A holoenzyme complex | P00514+P68181 | PKA-R1A dissociation, Cy5-IP20 fluorescence polarization; scaled: DMSO 0%, 113 µM cGMP 100% | activation, % at 11.4 µM | actives 0.083% (n = 340,000) | AID 504707;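 active = percent activation above the mean of all tested compounds plus 3 SD, cut at about 19% in these data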;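 also: higher means more PKAc released from R1A so a rise in polarization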
Pemphigus Ab inh: inhibitors of pemphigus antibody binding to human desmoglein-3; P32926; DSG3-coupled beads, scFv-anti-DSG3-GFP binding, flow cytometry; active compounds read low; binding (percent of control), % at 10 µM; actives 0.48% (n = 310,000); AID 588358;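 active = binding more than 3 SD below its plate's average and above zero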;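 also: hits lower antibody fragment binding to DSG3; some compounds called inactive have numbers as strong as hits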
SUMO Mot1 rescue: blocks SUMOylation pathway, rescuing yeast Mot1-301 growth | S. cerevisiae Mot1-301 growth rescue, ATP luminescence, 38.5C; percent above DMSO median, 100 means doubled | growth rescue, % at 18.8 µM | actives 1% (n = 320,000);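 active = every valid replicate shows activation above 250% relative to neutral control wells; inactive = the rest, any valid replicate at or below 250%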;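 also: OY570 slx delta 5 strain wells were the positive control but not used for scaling; some compounds called inactive have numbers as strong as hits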
Arrestin-AP2 inh: blocks beta-arrestin peptide binding to AP2 adaptin | FITC-arrestin peptide / GST-AP2 beads, flow cytometry; AP2 beta2 appendage carries R879A mutation | inhibition, % at 10 µM | actives 0.31% (n = 340,000) | AID 504490;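 active = inhibition above a set limit, near 3 SD of compounds lacking own fluorescence, cut at about 54% in these data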;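 also: plate controls were DMSO wells for no effect and 5 µM unlabelled arrestin peptide for full effect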
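system = GST-tagged AP2 beta2-adaptin appendage (R879A) on 4 µm glutathione beads | reagent = FITC-labelled arrestin peptide probe, 50 nM final | schedule = compound with beads 12 min RT, then probe 1 h RT | signal = HyperCyt-sampled flow cytometry, FL1 channel, ex 488/em 535 nm | read-out = percent response from loss of bead-bound FITC fluorescence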
NSD2 HMT inh: inhibitors of human histone methyltransferase NSD2. O96028. NSD2 peptide methylation, AlphaScreen, 120 min. inhibition, % at 12.5 µM. actives 0.54% (n = 310,000); in the data active = inhibition above about 50%
dFosB act: activators of mouse delta FosB homodimer; P13346; purified delta FosB, TAMRA-CDK5 oligo fluorescence polarization; percent of positive-control signal above neutral wells; activation, % at 25 µM; actives 0.99% (n = 340,000); AID 493131;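 active = mean activation above about 17%, with every replicate also reaching it, limit read from the data, passing the limit was not always enough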;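 also: fluorescence polarization rise as delta FosB binds a TAMRA Cdk5 AP-1 oligo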
Target sequence (P13346 whole entry, looked up): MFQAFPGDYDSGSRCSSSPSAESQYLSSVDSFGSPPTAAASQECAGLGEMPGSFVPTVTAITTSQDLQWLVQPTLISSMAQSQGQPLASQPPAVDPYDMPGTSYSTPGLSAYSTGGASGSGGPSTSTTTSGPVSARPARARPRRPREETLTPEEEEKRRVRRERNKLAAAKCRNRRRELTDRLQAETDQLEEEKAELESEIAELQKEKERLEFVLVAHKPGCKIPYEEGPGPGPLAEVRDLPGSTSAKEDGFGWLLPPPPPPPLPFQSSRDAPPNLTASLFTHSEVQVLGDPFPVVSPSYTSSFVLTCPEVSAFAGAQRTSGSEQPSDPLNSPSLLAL
SR-BI DiI inh: blocks mouse SR-BI lipid uptake from DiI-HDL. inhibition, % at 12.5 µM. Q61009. ldlA[mSR-BI] CHO cells, DiI-HDL uptake fluorescence, 3 h. actives 0.96% (n = 320,000);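 active = mean replicate inhibition of at least 70% and a set share of replicates each scoring 70 or more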;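 also: 0% = median of neutral control wells and 100% = median of positive control wells; values of inactives mirror those of a sister screen read the other way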
SR-BI uptake up: enhances SR-BI lipid uptake from DiI-HDL; CHO ldlA[mSR-BI] cells, DiI-HDL uptake fluorescence, 3 h; 100 = double the neutral-control signal; activation, % at 12.5 µM; actives 0.096% (n = 320,000);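 active = mean replicate activation of at least 60% and every replicate at or above 60%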;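 also: 0% = median plate neutral-control signal and 100% = twice that signal; values of inactives mirror those of a sister screen read the other way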
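Assay system: CHO ldlA[mSR-BI] cells, LDL receptor-null, SR-BI overexpressing; medium: Ham's F12 with 0.5% BSA, HEPES 25 mM, pH 7.4; also added: DiI-HDL 10 µg/mL; timing: 3 h uptake period with compound, 37 °C; signal: DiI fluorescence, bottom read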
Starred values were filed as active, the others as inactive; x = no result given.

Compound | PKA-R2B activ | CDK5 p35 inh | MITF TRPM1 HTS | PKA-R1A activ | Pemphigus Ab inh | SUMO Mot1 rescue | Arrestin-AP2 inh | NSD2 HMT inh | dFosB act | SR-BI DiI inh | SR-BI uptake up
COc1cccc(/C=C2\Oc3ccc(O)cc3C2=O)c1O | -12 | 2.1 | 16 | 0 | 90 | -41 | 23 | 2 | -13 | x | x
CCOC(=O)C1(Cc2cccc(F)c2)CCN(C(=O)C2CCOCC2)CC1 | -11 | -2.8 | 20 | 5 | 97 | -4 | -5 | -3 | -5 | 44 | -44
Cc1cccc(CC2CC(=O)N(CCc3ccc4c(c3)OCO4)C2=O)c1 (centres undefined) | 3 | 2.0 | -26 | -12 | 97 | -7 | -1 | -2 | -4 | -32 | 32
O=C(Cn1cc2c(n1)CCCCC2)Nc1c(F)c(F)cc(F)c1F | 0 | -3.3 | 10 | -2 | 104 | -2 | -1 | x | -11 | -3 | 3
CCOCCCNC(=O)c1ccc(OC)c(OC2CCN(C(C)C)CC2)c1 | -1 | 1.1 | x | 10 | 104 | -21 | 40 | 3 | 0 | -21 | 21
OCC[C@H]1C[C@H](O)[C@@H](O)[C@]2(CCCc3ccccc3O2)O1 | -7 | 0.5 | 8 | 1 | 99 | 4 | 9 | x | -8 | -14 | 14
Nc1c(N(CCO)C(=O)COc2ccc(Cl)cc2)c(=O)[nH]c(=O)n1Cc1ccccc1 | -2 | -2.2 | -2 | 3 | 92 | 4 | -9 | 0 | -2 | -9 | 9
Cc1cc(Br)ccc1NC(=O)CN1C(=O)C2CC=CCC2C1=O (centres undefined) | -3 | 1.1 | -2 | -7 | 101 | 2 | 2 | 0 | -1 | -10 | 10
Cc1cccc(N2C(=O)C(O)=C(C(=O)c3cccs3)C2c2ccc(Cl)cc2)n1 (centres undefined) | -6 | -1.3 | x | -10 | 105 | 11 | -8 | 2 | 2 | -9 | 9
CC(=O)Nc1ccc(S(=O)(=O)NNC(=O)c2ccc3c(c2)OCO3)cc1 | 6 | 2.7 | -13 | 2 | x | -12 | 7 | -3 | -10 | -29 | 29
O=C(Nc1ccccc1)c1ccc(-c2ccc(Br)cc2)o1 | 2 | -0.6 | x | -6 | 103 | -18 | 13 | -1 | -17 | 2 | -2
CN1CCN(C2CC(=O)N(CCc3ccccc3)C2=O)CC1 (centres undefined) | -7 | 1.6 | -3 | 1 | 109 | -9 | -3 | -3 | 2 | -13 | 13
C=CCN(C(=O)c1oc2c(Cl)cc(C)cc2c1C)C1CCS(=O)(=O)C1 (centres undefined) | -5 | -0.3 | 111* | -13 | 100 | 87 | 5 | 0 | -16 | 31 | -31
COc1ccc(OC)c(CN2CCN(C(=O)CN3C(=O)NC4(CCCC4)C3=O)CC2)c1 | -19 | -0.3 | -7 | 4 | 109 | -8 | 27 | 0 | -6 | 2 | -2
O=C(COC(=O)CCc1nc2ccccc2s1)Nc1ccc(Cl)cn1 | -8 | 0.1 | -10 | 0 | 102 | 6 | 1 | -1 | -5 | 2 | -2
Cc1cc(C)c(NC(=O)CSc2nc3ccncc3[nH]2)c(C)c1 | 3 | 0.0 | -3 | -9 | 102 | -13 | 10 | -1 | 0 | -24 | 24
Cc1cccc(C)c1OCc1cc(C(=O)N2CCC(c3ccncc3)CC2)no1 | 6 | -0.7 | 29 | 6 | x | 44 | -3 | -1 | -6 | 13 | -13
Cc1ccc2sc(N(CCCN(C)C)C(=O)c3ccc(S(=O)(=O)N(C)Cc4ccccc4)cc3)nc2c1C | 4 | 0.6 | -77 | -6 | 91 | 57 | -4 | 3 | 16 | 9 | -9
CCCOc1ccc(C2NC(=O)CCC2[N+](=O)[O-])cc1 (centres undefined) | -3 | 1.6 | -2 | 7 | 99 | -5 | 2 | -1 | -6 | -27 | 27
COc1ccc(N2CCN(CC(=O)Nc3ccccc3SC)CC2)cc1 | -1 | -5.3 | -12 | 0 | 103 | -12 | 10 | 12 | -11 | -11 | 11
COc1cc(CO)ccc1OCC(=O)Nc1ccc(Br)cc1 | 4 | -2.2 | 28 | -5 | 99 | 15 | -4 | -6 | -4 | -8 | 8

Laid out differently: ten of the compounds above.
PKA-R2B activ,CDK5 p35 inh,MITF TRPM1 HTS,PKA-R1A activ,Pemphigus Ab inh,SUMO Mot1 rescue,Arrestin-AP2 inh,NSD2 HMT inh,dFosB act,SR-BI DiI inh,SR-BI uptake up,canonical_smiles
-7,1.6,-3,1,109,-9,-3,-3,2,-13,13,CN1CCN(C2CC(=O)N(CCc3ccccc3)C2=O)CC1 (centres undefined)
-5,-0.3,111*,-13,100,87,5,0,-16,31,-31,C=CCN(C(=O)c1oc2c(Cl)cc(C)cc2c1C)C1CCS(=O)(=O)C1 (centres undefined)
-19,-0.3,-7,4,109,-8,27,0,-6,2,-2,COc1ccc(OC)c(CN2CCN(C(=O)CN3C(=O)NC4(CCCC4)C3=O)CC2)c1
-8,0.1,-10,0,102,6,1,-1,-5,2,-2,O=C(COC(=O)CCc1nc2ccccc2s1)Nc1ccc(Cl)cn1
3,0.0,-3,-9,102,-13,10,-1,0,-24,24,Cc1cc(C)c(NC(=O)CSc2nc3ccncc3[nH]2)c(C)c1
6,-0.7,29,6,x,44,-3,-1,-6,13,-13,Cc1cccc(C)c1OCc1cc(C(=O)N2CCC(c3ccncc3)CC2)no1
4,0.6,-77,-6,91,57,-4,3,16,9,-9,Cc1ccc2sc(N(CCCN(C)C)C(=O)c3ccc(S(=O)(=O)N(C)Cc4ccccc4)cc3)nc2c1C
-3,1.6,-2,7,99,-5,2,-1,-6,-27,27,CCCOc1ccc(C2NC(=O)CCC2[N+](=O)[O-])cc1 (centres undefined)
-1,-5.3,-12,0,103,-12,10,12,-11,-11,11,COc1ccc(N2CCN(CC(=O)Nc3ccccc3SC)CC2)cc1
4,-2.2,28,-5,99,15,-4,-6,-4,-8,8,COc1cc(CO)ccc1OCC(=O)Nc1ccc(Br)cc1

Two entries from above in a different format:
compound: O=C(Nc1ccccc1)c1ccc(-c2ccc(Br)cc2)o1
  PKA-R2B activ: 2
  CDK5 p35 inh: -0.6
  MITF TRPM1 HTS: x
  PKA-R1A activ: -6
  Pemphigus Ab inh: 103
  SUMO Mot1 rescue: -18
  Arrestin-AP2 inh: 13
  NSD2 HMT inh: -1
  dFosB act: -17
  SR-BI DiI inh: 2
  SR-BI uptake up: -2

compound: CN1CCN(C2CC(=O)N(CCc3ccccc3)C2=O)CC1 (centres undefined)
  PKA-R2B activ: -7
  CDK5 p35 inh: 1.6
  MITF TRPM1 HTS: -3
  PKA-R1A activ: 1
  Pemphigus Ab inh: 109
  SUMO Mot1 rescue: -9
  Arrestin-AP2 inh: -3
  NSD2 HMT inh: -3
  dFosB act: 2
  SR-BI DiI inh: -13
  SR-BI uptake up: 13
